High-throughput results from PubChem.
L3MBTL1 inh – blocks human L3MBTL1. Q9Y468. AlphaScreen L3MBTL1–H3K9me1 peptide binding. Potency, µM (top dose mostly 57.1 µM), inactives show at the highest dose activity, negative = inhibition, most hits filed as inhibitors. actives 0.66% (n = 230,000); active means well fitted inhibition curve with a large enough effect; inconclusive means small, poorly fitted or top-dose-only effect; inactive means no such curve, though single readings can be large or run the other way; further: nearly all actives have a fitted effect of over 60% in size
Target sequence (Q9Y468 whole entry, looked up): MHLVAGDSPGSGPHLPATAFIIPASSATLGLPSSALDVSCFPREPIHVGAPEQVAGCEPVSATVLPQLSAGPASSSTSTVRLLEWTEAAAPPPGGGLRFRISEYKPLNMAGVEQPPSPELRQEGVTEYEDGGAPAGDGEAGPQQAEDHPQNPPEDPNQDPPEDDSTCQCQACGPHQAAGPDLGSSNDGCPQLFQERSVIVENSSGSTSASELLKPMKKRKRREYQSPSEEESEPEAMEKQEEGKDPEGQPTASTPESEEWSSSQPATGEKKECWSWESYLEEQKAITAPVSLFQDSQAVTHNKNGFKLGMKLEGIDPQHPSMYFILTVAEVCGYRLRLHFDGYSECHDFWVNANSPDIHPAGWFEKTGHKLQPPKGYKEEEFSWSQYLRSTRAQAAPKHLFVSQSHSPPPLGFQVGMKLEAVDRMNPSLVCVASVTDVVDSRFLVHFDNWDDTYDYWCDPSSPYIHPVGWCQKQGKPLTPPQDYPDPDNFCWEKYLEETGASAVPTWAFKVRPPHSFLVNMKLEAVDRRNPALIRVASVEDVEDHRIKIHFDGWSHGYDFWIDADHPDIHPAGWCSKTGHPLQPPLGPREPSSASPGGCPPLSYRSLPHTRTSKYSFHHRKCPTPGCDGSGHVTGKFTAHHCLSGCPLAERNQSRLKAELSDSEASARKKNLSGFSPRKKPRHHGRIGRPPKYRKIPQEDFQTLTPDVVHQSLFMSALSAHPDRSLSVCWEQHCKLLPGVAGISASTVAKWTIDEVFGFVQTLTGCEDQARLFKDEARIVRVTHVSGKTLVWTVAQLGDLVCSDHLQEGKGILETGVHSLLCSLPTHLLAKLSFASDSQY
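First, the protein-peptide complex forms for 30 min at room temperature (L3MBTL1 50 nM, biotinylated H3K9me1 peptide 75 nM). Next, compounds are pin-transferred and incubated 30 min. Finally, AlphaScreen beads are added and read after 30 min.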
Active calls of the source: *; u = inconclusive; [ ] = remark or other dose. On the % scale 0 is the no-effect control and ±100 the full control effect; potency means the concentration at half of the fitted maximal effect.

SMILES	L3MBTL1 inh
Cc1cc(NC(=O)CSCC(=O)Nc2cc(C(F)(F)F)ccc2N2CCCC2)no1	0%
CC(C)COC(=O)N1CCN(S(=O)(=O)c2ccc3c(c2)CCC3)CC1	6%
COc1ccc(OC)c(S(=O)(=O)n2cnc3ccccc32)c1	9%
COc1ccc(OC)c(CCNC(=O)CC2(CC3=NS(=O)(=O)c4ccccc4N3)CCCC2)c1	8%
COc1ccc(OC)c(NC(=O)c2ccc3c(c2)CCN3S(C)(=O)=O)c1	0%
CN(C)S(=O)(=O)c1ccc2c(c1)C(=O)c1cc(S(=O)(=O)N(C)C)ccc1CC2	-3%
Cc1ccccc1-n1nnnc1SCC(=O)NC1CC1	5%
CCS(=O)(=O)N1CCC(C(=O)Nc2cccc(F)c2)CC1	-4%
C=CC[C@@H](CC(=O)OC(C)(C)C)C(=O)OC[C@@H]1CCCN1C(=O)[C@@H](CC=C)CC(=O)N[C@H](CO)Cc1ccccc1	1%
O=S(=O)(NCc1ccccc1)c1ccccc1NCc1ccc(Cl)cc1	15%
Cc1cc(C)n2nc(SCC(=O)N3CCC(C)CC3)nc2n1	2%
C=CC[C@H](CC(=O)N(CCO)Cc1ccccc1)C(=O)NC[C@H](OC(=O)[C@@H](CC=C)Cc1ccc(F)cc1)c1ccccc1	-2%
CCOc1ccc(NC(=O)COC(=O)CCN2C(=O)C3CC=CCC3C2=O)cc1OCC (configuration not stated)	-5%
Cc1c(NS(=O)(=O)c2ccc(C(=O)NCc3ccc(F)cc3)cc2)c(=O)n(-c2ccccc2)n1C	-1%
COC(=O)C(CC(=O)c1ccc(Br)cc1)n1cccn1 (configuration not stated)	2%
N#Cc1c(C(F)(F)F)cc(=O)n2c1[nH]c1ccccc12	8%
COC(=O)C1(CCSC)NC(c2ccc(OC)cc2OC)C2C(=O)N(c3cccc(C(C)=O)c3)C(=O)C21 (configuration not stated)	6%
O=C(CCC(=O)c1ccccc1)NCc1cccc(C(F)(F)F)c1	-3%
COc1ccc(OCCn2cnc3ccccc32)cc1	-2%
COc1ccc2[nH]c3c(c2c1)CCN1C(=O)C(CC(=O)NCc2cccc(C(F)(F)F)c2)C[C@H](C(=O)N(C(C)C)C(C)C)[C@@]31C (some centres not stated)	-7%
S=c1[nH]nc(-c2ccccc2)n1/N=C/c1cccc(Cl)c1	-1%
COc1ccc(OC)c(/C=C/C(=O)OCC(=O)NCc2cccs2)c1	44%[activator]
Cc1cc(C(=O)O)ccc1NCc1ccncc1	1%
CCOC(=O)c1oc2ccccc2c1COC(=O)C(C)NC(=O)c1ccco1 (configuration not stated)	-1%
CC(=O)OC(C)(C)/C=C/C(=O)[C@](C)(O)C1[C@H](O)C[C@@]2(C)C3CC=C4C(C=C(O[C@@H]5O[C@H](CO)[C@@H](O)[C@H](O)[C@H]5O)C(=O)C4(C)C)[C@]3(C)C(=O)C[C@]12C (some centres not stated)	41%[activator]

In a second layout: two of the compounds above
molecule | L3MBTL1 inh
Cc1c(NS(=O)(=O)c2ccc(C(=O)NCc3ccc(F)cc3)cc2)c(=O)n(-c2ccccc2)n1C | -1%
COc1ccc(OC)c(NC(=O)c2ccc3c(c2)CCN3S(C)(=O)=O)c1 | 0%

Already shown: 15 of the compounds above.
SMILES	L3MBTL1 inh
Cc1ccccc1-n1nnnc1SCC(=O)NC1CC1	5%
CCS(=O)(=O)N1CCC(C(=O)Nc2cccc(F)c2)CC1	-4%
C=CC[C@@H](CC(=O)OC(C)(C)C)C(=O)OC[C@@H]1CCCN1C(=O)[C@@H](CC=C)CC(=O)N[C@H](CO)Cc1ccccc1	1%
O=S(=O)(NCc1ccccc1)c1ccccc1NCc1ccc(Cl)cc1	15%
Cc1cc(C)n2nc(SCC(=O)N3CCC(C)CC3)nc2n1	2%
C=CC[C@H](CC(=O)N(CCO)Cc1ccccc1)C(=O)NC[C@H](OC(=O)[C@@H](CC=C)Cc1ccc(F)cc1)c1ccccc1	-2%
CCOc1ccc(NC(=O)COC(=O)CCN2C(=O)C3CC=CCC3C2=O)cc1OCC (configuration not stated)	-5%
Cc1c(NS(=O)(=O)c2ccc(C(=O)NCc3ccc(F)cc3)cc2)c(=O)n(-c2ccccc2)n1C	-1%
COC(=O)C(CC(=O)c1ccc(Br)cc1)n1cccn1 (configuration not stated)	2%
N#Cc1c(C(F)(F)F)cc(=O)n2c1[nH]c1ccccc12	8%
COC(=O)C1(CCSC)NC(c2ccc(OC)cc2OC)C2C(=O)N(c3cccc(C(C)=O)c3)C(=O)C21 (configuration not stated)	6%
O=C(CCC(=O)c1ccccc1)NCc1cccc(C(F)(F)F)c1	-3%
COc1ccc(OCCn2cnc3ccccc32)cc1	-2%
COc1ccc2[nH]c3c(c2c1)CCN1C(=O)C(CC(=O)NCc2cccc(C(F)(F)F)c2)C[C@H](C(=O)N(C(C)C)C(C)C)[C@@]31C (some centres not stated)	-7%
S=c1[nH]nc(-c2ccccc2)n1/N=C/c1cccc(Cl)c1	-1%

Continued.
SMILES	L3MBTL1 inh
COc1ccc(COC(=O)c2cc([N+](=O)[O-])ccc2N2CCOCC2)cc1F	-19%
CC1CC(C)CN(C(=O)COC(=O)c2cc3ccccc3oc2=O)C1 (configuration not stated)	0%
CCOC(=O)C1=C(C)N=c2s/c(=C\c3ccc(OCC(=O)O)cc3)c(=O)n2C1c1ccc(Cl)cc1 (configuration not stated)	u
CCCC1(CCC)NC(=O)N(CC(=O)Nc2ccc3c(c2)OCCO3)C1=O	2%
Cc1cc([N+](=O)[O-])nn1CC(=O)NCc1ccc(Cl)cc1	0%
COc1ccc(NC(=O)COC(=O)CCc2ccc(S(=O)(=O)N3CCOCC3)cc2)cc1Cl	-14%
COc1cccc(NC(=O)CN(C)CC(=O)NCc2ccco2)c1	-1%
COc1ccccc1CCNC(=O)CN1C(=O)c2ccccc2S1(=O)=O	2%
CCOC(=O)N1CCN(C(=O)c2ccc(NS(=O)(=O)c3ccc4[nH]c(=O)[nH]c4c3)cc2)CC1	-6%
O=C1C(Cc2ccccc2)Nc2ncnc(N3CCOCC3)c2N1Cc1ccccc1 (configuration not stated)	5%
CC(CN1CCN(Cc2ccccc2)CC1)c1ccccc1 (configuration not stated)	-3%[2.29 µM]
CCCCn1c(N)c(N(CC(C)C)C(=O)C2CCN(S(=O)(=O)c3ccc(OCC)cc3)CC2)c(=O)[nH]c1=O	3%
C=C1/C=C(\C)C(C)(O)CC(O)CC(=O)C(O)C(O)C(C)CC(C)OC(=O)/C(C)=C/CC/C=C/C(OC)C(O)CC(C)C1 (configuration not stated)	2%
Cc1ccc(CSCC(=O)Nc2cc(S(=O)(=O)N3CCOCC3)ccc2OC(C)C)cc1	3%
Cc1ccc(C(CNC(=O)c2ccc(Br)o2)N2CCN(C)CC2)cc1 (configuration not stated)	4%
CCCCn1c(N)c(N(CC(C)C)C(=O)c2cccc(OCc3ccccc3)c2)c(=O)[nH]c1=O	3%
C=CCn1c(O)c(C2=c3ccccc3=NC2=O)c2ccccc21	0%
O=C(NCc1cccc(Cl)c1)C1=CC=CN2CCS(=O)(=O)N=C12	-3%
CCCC(C(=O)NC(C)(C)C)N(Cc1ccccc1Cl)C(=O)c1snc(C(N)=O)c1N (configuration not stated)	3%
Cc1cccc(C)c1NC(=O)CNC(=O)Cc1c[nH]c2ccccc12	16%
CN(C)c1ccc(CNc2ccccn2)cc1	-10%
COc1ccc2[nH]c3c(c2c1)CCN1C(=O)C(CC(=O)NCc2ccco2)C[C@H](C(=O)N2CCCCC2)[C@@]31C (some centres not stated)	-2%
COc1ccc(C2=NOC(Cn3nc(C(=O)NCc4ccc5c(c4)OCO5)cc3-c3ccccc3)C2)cc1 (configuration not stated)	-9%
COc1ccc(CCNC(=O)c2c(Cl)ccc(Cl)c2OC)cc1OC	-5%
Cc1cc(C(=O)OCC(=O)NCc2cccs2)ccc1[N+](=O)[O-]	-10%

(listing goes on)
SMILES	L3MBTL1 inh
CS(=O)(=O)c1ccc(Cl)c(NC(=O)CCN2C(=O)NC3(CCCC3)C2=O)c1	4%
Cc1ccc(S(=O)(=O)N(CC(=O)Nc2ccc(C)cc2C)C(=O)N2CCN(C)CC2)cc1	3%
CS(=O)(=O)c1ccc(-c2nnc(NC(=O)c3cccc(N4C(=O)CCC4=O)c3)o2)cc1	-10%
COC(=O)c1cc(S(=O)(=O)N2CCN(c3ccccc3)CC2)c[nH]1	-3%
N#Cc1ccccc1OCC(=O)OCC(=O)c1ccc[nH]1	-4%
C=CCn1c(NCc2ccccc2O)nc2ccccc21	1%
O=C(Nc1ncccc1O)c1ccc2c(c1)OCO2	-9%
Cc1ccc(Cn2c(C)c3cnn(CC(=O)NCc4ccccn4)c(=O)c3c2C)cc1	-3%
CC(OC(=O)c1cccc(S(=O)(=O)N2CCOCC2)c1)C(=O)NC1CCCCC1C (configuration not stated)	25%
C=CCNC(=O)Cn1nnc(-c2ccc(-c3ccc(OC)cc3)cc2)n1	4%
CCc1ccc(OC(C)C(=O)N(Cc2ccco2)C2CCS(=O)(=O)C2)cc1 (configuration not stated)	-2%
Cc1oc2c(Cl)c(Cl)c(O)c(CN(C)C)c2c1C(=O)c1ccc(Cl)cc1	-28%
O=S(=O)(Nc1ccncc1)c1ccc(Cl)c(Cl)c1	0%
CN(C)Cc1c(O)ccc2occ(C(=O)c3ccc(F)cc3)c12	-7%
O=C(COC(=O)C12CC3CC(CC(O)(C3)C1)C2)Nc1ccc(Br)cc1F	-9%
Cc1csc2nc(O)c(C(=O)NC3CCCCC3)c(=O)n12	6%
CCOc1ccc(CCNC(=O)COC(=O)/C=C/c2ccccc2OC)cc1OCC	0%
COc1ccc2c3n([n+]([O-])c2c1)CCN=C3c1ccc(C)cc1	-3%
CCC(CO)Oc1cc(NC(=O)c2cccc(OC)c2)c2ncn(C(C)C)c2c1 (configuration not stated)	2%
O=C(OCCN1CCOCC1)c1cccc(F)c1	-4%
CN(C1CCCCC1)S(=O)(=O)c1ccc(SCC(=O)C(C)(C)C)nc1	19%
CC1CCN(C(=O)C(C)NCc2ccc(F)cc2)CC1 (configuration not stated)	5%
C=CCOc1ccc(/C=C/C(=O)OCC(=O)NCC(=O)Nc2c(C)cc(C)cc2C)cc1	15%
COc1ccc(-c2c(C)nn3c(N)c(-c4ccccc4)cnc23)cc1OC	-4%
Cc1ccc(N(Cc2ccccc2)C(=O)c2cc(S(=O)(=O)N3CCOCC3)ccc2N2CCCC2)cc1	19%

Next compounds.
SMILES	L3MBTL1 inh
COc1ccc(C)cc1C(=O)CCC(=O)N1CCN(c2ccccc2F)CC1	-1%
O=C(COc1coc(CN2CCc3ccccc3C2)cc1=O)Nc1ccccc1F	-7%
CCN(CC(=O)Nc1c(F)cccc1F)C(=O)CSCC(=O)Nc1ccc(OC)cc1	-4%
O=C(COC(=O)c1ccc(Cl)c(S(=O)(=O)N2CCOCC2)c1)Nc1ccc2[nH]c(=O)[nH]c2c1	4%
COC(=O)[C@]1(C)N[C@H](CN(C)S(=O)(=O)c2ccc(C(C)(C)C)cc2)[C@@H]2C(=O)N(C)C(=O)[C@@H]21	4%
CCCCn1c(N)c(N(C(=O)CSc2nnc(C)n2-c2ccccc2)C2CCCC2)c(=O)[nH]c1=O	2%
CCN(CC)C(=O)[C@H]1C[C@H](CC(=O)NCCCN(C)C)C(=O)N2CCc3c([nH]c4cc(-c5ccco5)ccc34)[C@]12C	-3%
O=S1(=O)NC2c3ccccc3CC2O1 (configuration not stated)	-8%
Cc1ccc(S(=O)(=O)N(C)CC(=O)OCC(=O)NCCN2C(=O)CSC2=O)cc1	1%
CCOC(=O)c1nc(NNC(=O)c2ccc([N+](=O)[O-])cc2)sc1C	-3%
Cc1cccc(-n2ncc3c(=O)[nH]c(SCC(=O)NCCC4=CCCCC4)nc32)c1	-1%
COc1ccc(OCCN(C)C(=O)c2cccc(S(=O)(=O)N(C)c3ccccc3)c2)cc1	-8%
COCCN(C(=O)COC(=O)c1ccc(Cl)nc1)c1c(N)n(Cc2ccccc2)c(=O)[nH]c1=O	7%
O=C(C[C@H]1C[C@H](C(=O)N2CCOCC2)[C@@]2(CCC3CCCC3)c3[nH]c4cc(-c5ccco5)ccc4c3CCN2C1=O)NCCC1=CCCCC1	-5%
CCCCCc1ccc(-c2cn(CCc3c[nH]c4ccccc34)nn2)cc1	2%
COc1ccccc1CNCC(=O)Nc1cc(S(=O)(=O)N2CCCCC2)ccc1C	-12%
O=C(c1cccc(NS(=O)(=O)c2ccc(Br)cc2)c1)N1CCCCC1	9%
COc1ccc(-c2csc(NC(=O)CCN3C(=O)C4CC=CCC4C3=O)n2)cc1OC (configuration not stated)	-6%
OC(CCN1CCCCC1)(c1ccccc1)C1C[C@@H]2C=C[C@H]1C2 (some centres not stated)	-5%
C[n+]1ccc(C(=O)NCc2ccccc2)cc1	12%
O=C(c1ccccc1CCc1ccccc1)N1CCCC1	-1%
Cc1ccc(OCC(=O)N(C)CC(=O)Nc2ccc(Cl)c(C(F)(F)F)c2)c([N+](=O)[O-])n1	3%
COCCOc1ccc(C(F)(F)F)cc1NC(=O)COC(=O)c1cc[n+]([O-])cc1	-4%
COc1cccc(NC(=O)CN(C)C(=O)c2ccc(Cl)c(S(=O)(=O)N3CCCCCC3)c2)c1	-7%
COc1ccc(CN2C(CC(=O)Nc3cccnc3)c3ccc(C(F)(F)F)cc3S2(=O)=O)cc1 (configuration not stated)	5%
C[C@@]12CCC3[C@@](CCC4[C@@]3(C)CCC[C@@]4(C)C(=O)NCc3ccccc3)(CC1=O)C2 (some centres not stated)	3%
CC(=O)N1CCN(C(=O)c2cccc(S(=O)(=O)N3CCN(c4ccccc4)CC3)c2)CC1	3%
CC(C)N(C(=NCc1ccccc1)NC(=O)c1ccccc1)C(C)C	-5%
NC(=O)c1ccc(NC(=O)COC(=O)c2ccc(Br)o2)cc1	-1%
O=C(CN1C(=O)NC2(CCc3ccccc32)C1=O)c1ccc(Cl)cc1 (configuration not stated)	0%

A portion of the library (hit frequency here may not be typical).
